PGE2 EP2 inh – blocks the human prostaglandin E2 receptor EP2; P43116; C6 glioma cells expressing human EP2, cAMP TR-FRET; cells stimulated with saturating PGE2; inhibition, % at 25 µM; actives 0.52% (n = 260,000); AID 1422;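 active = percent inhibition above 40 after rounding to a whole number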;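 note: rat C6 glioma host cells with rolipram phosphodiesterase inhibitor present; the protocol text gives 20 µM as final concentration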
Target sequence (P43116 whole entry, looked up): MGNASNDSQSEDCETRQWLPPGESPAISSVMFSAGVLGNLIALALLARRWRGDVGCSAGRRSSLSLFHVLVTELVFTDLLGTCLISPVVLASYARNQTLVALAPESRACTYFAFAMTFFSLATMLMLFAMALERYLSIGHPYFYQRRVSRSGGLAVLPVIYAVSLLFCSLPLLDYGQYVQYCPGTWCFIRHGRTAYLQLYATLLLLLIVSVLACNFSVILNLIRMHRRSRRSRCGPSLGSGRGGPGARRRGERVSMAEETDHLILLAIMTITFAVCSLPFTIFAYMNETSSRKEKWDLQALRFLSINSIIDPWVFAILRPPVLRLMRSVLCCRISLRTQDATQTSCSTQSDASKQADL
Active calls of the source: *. Not all compounds are listed. The share of hits here may be higher or lower than overall.

item	Molecule	PGE2 EP2 inh
1	O=C(c1ccc2nc(-c3ccco3)c(-c3ccco3)nc2c1)N1CCSCC1	9
2	CCOc1ccc2[nH]c(=O)c(CN(Cc3ccco3)C(=S)Nc3cccc(C)c3)cc2c1	9
3	CCn1c(C(CC(C)C)NC(=O)Cc2cccc(F)c2)nc2cccnc21 (configuration not stated)	8
4	CC1=C[N+](=O)c2ccccc2[N+]1=O	10
5	COc1ccc2cc(CN(CC3CCCO3)C(=O)c3ccccc3F)c(=O)[nH]c2c1 (configuration not stated)	12
6	Cc1cc(S(=O)(=O)N2CCCCCC2)ccc1-n1cnnn1	11
7	CC1=CC=CC2=NC(=O)CC(C)(C(=O)N(CC(=O)NC(C)(C)C)C3CCCCC3)N12 (configuration not stated)	4
8	CC1(CCC(=O)OC2CCCCC2)OCCO1	10
9	CC(NC(=O)CN1N=C(C(C)(C)C)Cn2c(cc3ccccc32)C1=O)c1ccccn1 (configuration not stated)	5
10	Cc1ccc2[nH]c(=O)c(CN(Cc3cccs3)C(=O)Nc3ccc(Cl)cc3)cc2c1	13
11	CC(C)N1CCN(S(=O)(=O)c2ccc(F)cc2)CC1	12
12	C=C(C)Cn1c(N2CCC(C)CC2)nc2c1c(=O)[nH]c(=O)n2C	10
13	CCCn1c(SCC(=O)Nc2c(C)cccc2C)nnc1-c1ccncc1	12
14	CCNC(=O)C(=O)Nc1nc(-c2ccccc2)cs1	25
15	CCC(C)(C)Nc1c(-c2ccc(OC)c(CN3CCOCC3)c2)nc2cnccn12	17
16	COc1ccc(C(=O)N(Cc2cc3cccc(C)c3n3nnnc23)C2CCCC2)cc1OC	9
17	CNc1nc2c(c(=O)[nH]c(=O)n2C)n1Cc1ccccc1Cl	11
18	O=C(NCc1nc(-c2ccccc2Cl)no1)C1(c2ccccc2F)CC1	3
19	COc1ccc2cc(C(c3nnnn3C(C)(C)C)N3CCOCC3)c3nnnn3c2c1 (configuration not stated)	22
20	Cc1nc(SCC(=O)OC(C)C)c2c(C)c(C)sc2n1	14
21	COC(=O)c1ccccc1S(=O)(=O)N(Cc1ccco1)Cc1cc2c(C)cc(C)cc2[nH]c1=O	13
22	C[C@@](N)(/C=C/c1ccccc1)C(=O)O	13
23	Cc1cccc(Cn2c(NCCO)nc3c2c(=O)[nH]c(=O)n3C)c1	4
24	O=C(NC1(c2ccccc2F)CCCC1)c1cccc(-n2cnnc2)c1	7
25	Cc1nn(C)cc1S(=O)(=O)NCCN1CCc2ccccc21	1
26	Cc1cc(C)cc(NC(=O)N2C3CCCC2CC(NC(=O)C2CC2)C3)c1 (configuration not stated)	10
27	CC(C)NC(=O)CN1CCCC1c1nc(-c2ccc(F)cc2)n[nH]1 (configuration not stated)	2
28	CCCNC(=O)c1c(NC(=O)c2cc(OC)c(OC)c(OC)c2)sc2c1CCCC2	13
29	CCOC(=O)C1=C(N)Oc2c(oc(CO)cc2=O)C1c1ccncc1 (configuration not stated)	12
30	Cc1ccccc1NC(=O)CCN1CCC(C)CC1	13

From entry 29 to 30, copied from above:
item	Molecule	PGE2 EP2 inh
29	CCOC(=O)C1=C(N)Oc2c(oc(CO)cc2=O)C1c1ccncc1 (configuration not stated)	12
30	Cc1ccccc1NC(=O)CCN1CCC(C)CC1	13

Other compounds follow:
item	Molecule	PGE2 EP2 inh
31	CC(=O)n1cc(CN(CCCn2ccnc2)Cc2ccc(C)s2)c2ccccc21	9
32	CCn1c(COc2cccc(C)c2C)nnc1SCC(=O)NC1CCCC1	4
33	Cc1nc2c(c(=O)[nH]1)CCN(Cc1[nH]c3ccc(F)cc3c1C)C2	4
34	O=C(Nc1ccc(Cl)cc1Cl)C1CC(=O)n2ncnc2N1 (configuration not stated)	12
35	Cc1ccc(C)c(Cn2nnc3c(=O)[nH]c(C4CCCN(C(=O)C(C)(C)C)C4)nc32)c1 (configuration not stated)	11
36	CC1CCN(C(=O)c2cc3n(n2)C(C(F)(F)F)CC(c2ccco2)N3)CC1 (configuration not stated)	13
37	CN(C)c1ccc(CN2CC34C=CC(O3)C(C(=O)O)C4C2=O)cc1 (configuration not stated)	10
38	COc1ccc(-c2oc3ccc(N4CCOCC4)cc3c2C#CCO)cc1	13
39	Nc1nc(SCc2ccccc2)c2ncn(Cc3ccccc3)c2n1	13
40	CC(C)OC(=O)C1C2C=CC3(CN(c4cccc(Cl)c4)C(=O)C13)O2 (configuration not stated)	12
41	CCC(C)(C)NC(=O)C(c1ccc(C)o1)N(C(=O)c1snc(C(N)=O)c1N)c1ccc(C)cc1 (configuration not stated)	9
42	CCN(Cc1cnc(C)nc1)c1cccc(OCCN2CCOCC2)c1	8
43	Cc1cc(NC(=O)c2ccccc2)ncc1NC(=O)c1ccccn1	9
44	COc1ccc(/C(O)=C2/C(=O)C(=O)NC2c2ccc(Cl)cc2Cl)cc1OC (configuration not stated)	15
45	CCc1n(CC(O)COc2ccc(F)cc2)c2ccccc2[n+]1C (configuration not stated)	10
46	O=C(c1cccc(F)c1)N1N=C2CCCCC2C1(O)C(F)(F)F (configuration not stated)	11
47	COc1ccc(CN(Cc2ccc(C)o2)C2CC(C)(C)NC(C)(C)C2)cc1CO	4
48	CCN1CCCC1CN(Cc1cc2ccc(C)c(C)c2[nH]c1=O)C(=O)Nc1ccc(OC)cc1 (configuration not stated)	13
49	O=S(=O)(NC1CCCCC1)c1ccc(S(=O)(=O)N2CCc3ccccc32)cc1	11
50	CC1CCCCN1C(=O)CSc1nnc(-c2ccc(NS(C)(=O)=O)cc2)n1C1CCCCC1 (configuration not stated)	5
51	Cn1c(=O)oc2cc(S(=O)(=O)NC3(CN4CCCC4)CCCCC3)ccc21	5
52	NCCNCC1CCNCC1	13
53	Cc1ccc(-c2nsc3c(SCC(=O)N(C)C4CCCCC4)ncnc23)cc1	7
54	COc1ccc(S(=O)(=O)N2CCC(C(=O)Nc3ccccc3C)CC2)cc1OC	13
55	CC1CCN(S(=O)(=O)c2ccc(I)cc2)CC1	4
56	Cc1ccc(NC(=O)N(Cc2cc3ccc(C)c(C)c3[nH]c2=O)C2CCCC2)cc1	18
57	CCN(CC)c1ccc(CN(Cc2cccnc2)C(=O)c2cc3sccc3n2C)cc1	5
58	CCOC(=O)C1C2C=CC3(CN(c4cccc5ccccc45)C(=O)C13)O2 (configuration not stated)	4
59	O=C(O)C(S)C(S)C(=O)O (configuration not stated)	12
60	CCc1ccc(N(C(=O)c2csnn2)C(C(=O)NC2CCCC2)c2ccc(C)o2)cc1 (configuration not stated)	3

A second format for some results above:
#56 Cc1ccc(NC(=O)N(Cc2cc3ccc(C)c(C)c3[nH]c2=O)C2CCCC2)cc1
  PGE2 EP2 inh: 18

#57 CCN(CC)c1ccc(CN(Cc2cccnc2)C(=O)c2cc3sccc3n2C)cc1
  PGE2 EP2 inh: 5

#58 CCOC(=O)C1C2C=CC3(CN(c4cccc5ccccc45)C(=O)C13)O2 (configuration not stated)
  PGE2 EP2 inh: 4

Following part
item	Molecule	PGE2 EP2 inh
61	COc1ccc(CNC(=O)Cn2nc3c4ccccc4ncn3c2=O)cc1	4
62	N#CC(Cc1ccncc1)C(=O)Nc1ccc(Br)cc1 (configuration not stated)	14
63	Cc1cccc2cc3ccc4ccccc4c3cc12	13
64	Cc1n(CC(O)COc2ccc(Cl)cc2)c2ccccc2[n+]1C (configuration not stated)	18
65	O=c1[nH]c(=S)c2[nH]c(=O)n(-c3ccccc3)c2[nH]1	11
66	COC(=O)C1=C2c3[nH]c4ccccc4c3CCN2C(=O)CC1	10
67	Cc1c(C#N)c2ccccc2n1CC(=O)N1CCCCC1	12
68	CC1CCC(NCCNC(=O)c2cccs2)CC1 (configuration not stated)	12
69	CCOC(=O)/C=C/c1ccccc1S(=O)(=O)NC(C)(C)C	20
70	CCc1ccccc1N(C)C(=O)c1cc2cc(OC)ccc2oc1=O	7

Four compounds from above, sorted by molecular weight, low to high:
item	Molecule	PGE2 EP2 inh
8	CC1(CCC(=O)OC2CCCCC2)OCCO1	10
20	Cc1nc(SCC(=O)OC(C)C)c2c(C)c(C)sc2n1	14
70	CCc1ccccc1N(C)C(=O)c1cc2cc(OC)ccc2oc1=O	7
58	CCOC(=O)C1C2C=CC3(CN(c4cccc5ccccc45)C(=O)C13)O2 (configuration not stated)	4

(more compounds)
item	Molecule	PGE2 EP2 inh
71	CC1CCCN(C(=O)CSc2nc(-c3cccs3)cc(C(F)(F)F)n2)C1 (configuration not stated)	8
72	COc1ccc(NC(=O)c2ccco2)c(NC(=O)CSc2ccccc2)c1	6
73	CCc1cc2cc(C)c(C)cc2nc1SCC(=O)N1CCCC1	13
74	C#CCOc1ccccc1CN1CCC(O)(c2ccc(C)cc2)CC1	4
75	CSc1ccc(CNCc2ccco2)cc1	9
76	CCC(c1nnnn1C1CCCCC1)N(Cc1ccccc1)Cc1cc2cc(OC)ccc2[nH]c1=O (configuration not stated)	8
77	CCOC(=O)CNC(=O)CSc1nnc2n(Cc3ccc(C)cc3)c3ccccc3n12	6
78	Cc1cccc(N(C(=O)c2csnn2)C(C(=O)NC2CCCC2)c2ccncc2)c1C (configuration not stated)	9
79	CC(C)C(=O)Nc1ccc(NC(=O)c2sc3cc(Cl)ccc3c2Cl)cc1	10
80	S=c1nc[nH]c2c1ncn2Cc1ccco1	19
81	O=S(=O)(c1ccc(S(=O)(=O)N2CCN(c3ccc(F)cc3)CC2)cc1)N1CCCC1	11
82	CCOC(=O)C1=C(N)Oc2cc(C)oc(=O)c2C1c1cccc(C(F)(F)F)c1 (configuration not stated)	12
83	CCCC(C)NC(=O)C1CCN(S(=O)(=O)c2cc(Cl)ccc2Cl)CC1 (configuration not stated)	13
84	CC(NC(=O)c1ccccc1)c1n[nH]c(=S)n1C (configuration not stated)	13
85	CCn1c2ccccc2c2cc(CN3CCc4c(nc(C)[nH]c4=O)C3)ccc21	5
86	COCCn1c(SCC(=O)NCc2ccccc2)nc2sc(C)c(C)c2c1=O	10
87	CCOC(=O)CSc1nnc(CNc2ccccc2Cl)n1-c1ccc(OC)cc1	8
88	Cc1ccc(-n2nnnc2SCC(=O)Nc2ccc(N(C)C)cc2)cc1C	4
89	CCC(c1nnnn1CCc1ccccc1)N(Cc1ccco1)Cc1cc2cc(C)c(C)cc2[nH]c1=O (configuration not stated)	19
90	Cc1ccc(NS(=O)(=O)c2ccc(NS(=O)(=O)c3cccs3)cc2)cc1Cl	8
91	CCCC(c1nnnn1C1CCCC1)N1CCN(C)CC1 (configuration not stated)	9
92	O=C(Nc1ccc(N2CCOCC2)cc1N1CCOCC1)c1ncoc1-c1cccs1	5
93	COc1ccccc1NC(=O)C1=C(C)NC2=C(C(=O)CCC2)C1c1cccc(Cl)c1 (configuration not stated)	9
94	N#Cc1ccc2nc(N)[nH]c2c1	11
95	COc1ccc2[nH]c(=O)c(CN(C)C(=O)c3ccccc3C)cc2c1	10
96	COc1ccc(-c2oc3ccc(-c4cc(OC)c(OC)c(OC)c4)cc3c2-c2ccc(OC)cc2)cc1	3
97	Cc1cccc(NC(=O)CN2CCN(Cc3ccc4c(c3)OCO4)CC2)c1	5
98	CCC(c1nnnn1C1CCCC1)N(Cc1ccc(F)cc1)Cc1cc2ccc(OC)cc2[nH]c1=O (configuration not stated)	6
99	COc1cccc(-c2noc3c2CN(C(=O)c2cnc(SC)nc2)CC3)c1	8
100	Cc1sc2nc(C(C)C)n3c(SCC(=O)NNC(=O)c4ccco4)nnc3c2c1C	16
101	CCOC(=O)Cn1nnnc1C(C(C)C)N(Cc1cc2cc(C)c(C)cc2[nH]c1=O)C1CCCC1 (configuration not stated)	4
102	COc1cc(NC(=O)C2CCCN2)ccc1-n1cccc1 (configuration not stated)	8
103	CC(C)(C)C(=O)NC1CC2CCCC(C1)N2C(=O)Nc1ccccc1 (configuration not stated)	11
104	CCn1c[n+](CC(O)COc2ccc(C(C)=O)cc2)c2ccccc21 (configuration not stated)	15
105	CC(C)=CCc1c(O)cc(O)c2c(=O)c3c(CC=C(C)C)c(O)ccc3oc12	42*
106	CN1C[C@H](C(=O)NC2(C)OC3(O)[C@@H]4CCCN4C(=O)[C@H](Cc4ccccc4)N3C2=O)CC2c3cccc4[nH]cc(c34)C[C@H]21 (some centres not stated)	14
107	Cc1sc2nc(C)n(C3CCN(C(=O)C(C)c4ccccc4)CC3)c(=O)c2c1C (configuration not stated)	5
108	CCOc1ccc2[nH]c(=O)c(CN(Cc3ccccc3)C(=O)N(C)C)cc2c1	5
109	COc1cc2cc(C)c(SCC(=O)N(C(C)C)C(C)C)nc2cc1OC	12
110	O=C1c2cccc3c(Br)ccc(c23)C(=O)N1c1ccc(N2CCOCC2)cc1	9
111	CCCc1nc(=S)n(-c2ccccc2)[nH]1	7
112	CCCOc1ccccc1CN1CCC(NC(C)=O)(c2ccc(F)cc2)CC1	8
113	COc1ccc(CCn2c(SCC(=O)Nc3ccccc3C)nc3ccccc3c2=O)cc1OC	18
114	CC(=O)Nc1ccc(-c2nnn(CC(N)=O)n2)cc1Cl	5
115	Cc1ccc(NC(=O)C2CCN(c3nccc(C)n3)CC2)c(C)c1	17
116	C/C(=N\O)c1ccc2cc(Br)c3ccccc3c2c1	8

Rewritten as labelled records: entries from further up.
(114) CC(=O)Nc1ccc(-c2nnn(CC(N)=O)n2)cc1Cl
- PGE2 EP2 inh: 5
(112) CCCOc1ccccc1CN1CCC(NC(C)=O)(c2ccc(F)cc2)CC1
- PGE2 EP2 inh: 8
(113) COc1ccc(CCn2c(SCC(=O)Nc3ccccc3C)nc3ccccc3c2=O)cc1OC
- PGE2 EP2 inh: 18
(111) CCCc1nc(=S)n(-c2ccccc2)[nH]1
- PGE2 EP2 inh: 7

From PubChem BioAssay
